Bioassay records as filed in PubChem.
ERK EGF inh: qHTS Assay for Inhibitors of the ERK Signaling Pathway using a Homogeneous Screening Assay; Stimulation with EGF. HEK293-V1b, EGF-stimulated phospho-ERK AlphaScreen. Potency, µM (highest dose often 11.5 µM), inactives show at the highest dose activity change, negative = inhibition, most hits filed as inhibitors. 0.41% of 130,000 active; active = well fitted inhibition curve with a large enough effect; inconclusive = small, poorly fitted or top-dose-only effect, or effect the other way;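 note: plate controls were stimulated vehicle wells for no effect and unstimulated vehicle basal for full effect; nearly all actives have a fitted effect of over 55% in size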
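Homogeneous cell-based phospho-ERK assay: HEK293/V1b cells in 1% FBS, compound 30 min then EGF 5 min, AlphaScreen luminescence. Activity normalized between DMSO and 25 nM EGF controls; AC50 from Hill modelling.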
Numbers without * were called inactive; ? = inconclusive; & = joins results of further samples; [ ] = another dose, or the depositor's remark. Potency is the fitted concentration of half-maximal effect. A portion of the library. The share of hits here may be higher or lower than overall.

SMILES	ERK EGF inh
COc1ccc(C[C@H]2COC(=O)[C@@H]2Cc2ccc(OC3OC(CO)C(O)C(O)C3O)c(OC)c2)cc1OC (some centres undefined)	-15%
C=CC1CN2CCC1CC2C(O)c1ccnc2ccc(OC)cc12 (centres undefined)	0%&14%
Cc1ccc(=O)n(-c2ccccc2)c1	9%&1%
O=c1oc2c(O)c(O)cc3c(=O)oc4c(O)c(O)cc1c4c23	-1%&-17%&1%
Oc1cc2c(cc1O)[C@H]1c3ccc(O)c(O)c3OC[C@@]1(O)C2	2%
CCCCCCCCCCCCCCC[C@H](O)[C@@H](N)CO	7%
CCc1ccc(CCOc2ccc(CC3SC(=O)NC3=O)cc2)nc1 (centres undefined)	3%
CC(=O)O[C@]1(C(C)=O)CC[C@@H]2[C@@H]3C=C(Cl)C4=CC(=O)[C@H]5C[C@@H]5[C@]4(C)[C@H]3CC[C@]21C	11%[25.7 µM]
COc1cc(N)c(Cl)cc1C(=O)N[C@H]1CCN(CCCOc2ccc(F)cc2)C[C@@H]1OC	5%
COc1nccc(-c2c(-c3ccc(F)cc3)ncn2C2CCC(O)CC2)n1 (centres undefined)	4%
O=C(O)c1cccnc1Nc1cccc(C(F)(F)F)c1	-15%[57.5 µM]
CC1CC2C3CCC4=CC(=O)C=C[C@]4(C)[C@@]3(Cl)C(O)C[C@]2(C)C1(OC(=O)c1ccco1)C(=O)CCl (some centres undefined)	-4%
CC(=O)CCCCn1c(=O)c2c(ncn2C)n(C)c1=O	-16%[57.5 µM]
NC(N)=O	15%
C#C[C@@]1(O)CC[C@@H]2[C@@H]3CCC4=CC(=O)CC[C@@H]4[C@H]3CC[C@]21CC	-6%[25.7 µM]
CCn1cc(C(=O)O)c(=O)c2cnc(N3CCNCC3)nc21	7%
CC(=O)OCC(=O)[C@@]1(O)CC[C@@H]2[C@H]3CCC4=CC(=O)C=C[C@]4(C)[C@]3(F)[C@@H](O)C[C@@]21C	-5%[25.7 µM]
CCOC(N)=O	-1%
CC(=O)Nc1ccc(CC(=O)O)cc1	-7%[57.5 µM]
CCCCC(=O)O[C@@]1(C(=O)CO)C(C)CC2C3CCC4=CC(=O)C=C[C@@]4(C)[C@]3(F)C(O)C[C@]21C (some centres undefined)	10%
CC(C)(CO)[C@H](O)C(=O)NCCC(=O)O	-12%[25.7 µM]
CN(C)CCCC1(c2ccc(F)cc2)OCc2cc(C#N)ccc21 (centres undefined)	?
OC[C@@H](O)CN1CCN(c2ccccc2)CC1	10%[25.7 µM]
C[C@@H](C(=O)O)c1ccc(C(=O)c2cccs2)cc1	3%[25.7 µM]
NOCC(=O)O	-1%
SMILES	ERK EGF inh
CCCCNc1ccc(C(=O)OCCOCCOCCOCCOCCOCCOCCOCCOCCOC)cc1	-17%[25.7 µM]
Oc1ccc(C2CNCCc3c2cc(O)c(O)c3Cl)cc1 (centres undefined)	7%
CN1CCO[C@H](c2ccccc2)c2ccccc2C1	-5%[25.7 µM]
CNC1C(O)C2OC3OC(C)CC(=O)[C@@]3(O)O[C@H]2[C@H](NC)C1O (some centres undefined)	6%
Oc1ccc2c(c1)OCC1(O)Cc3cc(O)c(O)cc3C21 (centres undefined)	?
CC1O[C@@H](O[C@H]2C(Oc3cc(O)c4c(=O)cc(-c5ccc(O)cc5)oc4c3)OC(CO)C(O)C2O)C(O)C(O)C1O (some centres undefined)	17%
Cc1ccc(N(CC2=NCCN2)c2cccc(O)c2)cc1	-6%[57.5 µM]
CNCCCN1c2ccccc2CCc2ccccc21	-7%[57.5 µM]
C1COC(NC(C2CC2)C2CC2)=N1	-25%[57.5 µM]
C[N+]1(C)CCC(=C(c2ccccc2)c2ccccc2)CC1	-5%[25.7 µM]
C1CCC(C(C[C@@H]2CCCCN2)C2CCCCC2)CC1	10%[25.7 µM]
CN[C@H]1[C@@H](O)[C@@H](NC)[C@@H]2O[C@@]3(O)C(=O)C[C@@H](C)O[C@H]3O[C@H]2[C@H]1O	0%[25.7 µM]
CCCc1nc(C(C)(C)O)c(C(=O)O)n1Cc1ccc(-c2ccccc2-c2nn[nH]n2)cc1	-1%[57.5 µM]
COc1cc2ncnc(Nc3cccc(Cl)c3)c2cc1OC	0.25µM*
C/C=C(/C)C(=O)OC(C)(C)[C@@H]1Cc2c(ccc3ccc(=O)oc23)O1	-2%
N[C@@H](Cc1c[nH]c2ccc(O)cc12)C(=O)O	-8%
Cc1cncn1CCc1nc2c3ccccc3nc(SCC(=O)Nc3cccc(Cl)c3)n2n1	13%
N#Cc1ccc(C(c2ccc(C#N)cc2)n2cncn2)cc1	4%[57.5 µM]
CC1Cc2ccccc2N1NC(=O)c1ccc(Cl)c(S(N)(=O)=O)c1 (centres undefined)	-1%[57.5 µM]
CC(C)=CCOc1c2ccoc2cc2oc(=O)ccc12	-5%
CCC(NC(C)C)C(O)c1ccc(O)c2[nH]c(=O)ccc12 (centres undefined)	-4%
CN1CCCN=C1COC(=O)C(O)(c1ccccc1)C1CCCCC1 (centres undefined)	9%
Oc1ccc(/C=C\c2cc(O)cc(O)c2)cc1	-13%
C/C=C/C(=O)N(CC)c1ccccc1C	4%
CCCCNc1ccc(C(=O)OCCN(C)C)cc1	2%
SMILES	ERK EGF inh
O=C(O)CCC(=O)c1ccc(-c2ccccc2)cc1	7%
C[C@H](N[C@@H](C)COc1ccccc1)[C@H](O)c1ccc(O)cc1	-1%[25.7 µM]
CC[C@H](NC(C)C)[C@H](O)c1ccc(O)c2[nH]c(=O)ccc12	3%
COc1ccc(C2CNC(=O)C2)cc1OC1CCCC1 (centres undefined)	?
CCN(CC)CCOC(=O)c1ccc(N)cc1	-5%
CC1=C(C(=O)O)N2C(=O)C(NC(=O)C(N)c3ccc(O)cc3)C2SC1 (centres undefined)	3%
COc1c(O)cc2c(c1O)C1OC(CO)C(O)[C@H](O)[C@H]1OC2=O (some centres undefined)	10%
C=CC[n+]1ccc(/C=C2\C=Cc3cc(C)ccc3N2CC)c2ccccc21	14µM*
O=C(c1ccccc1)c1ccc2n1CC[C@H]2C(=O)O	14%[25.7 µM]

28 of these compounds, reformatted.
Molecule | ERK EGF inh
CNC1C(O)C2OC3OC(C)CC(=O)[C@@]3(O)O[C@H]2[C@H](NC)C1O (some centres undefined) | 6%
Oc1ccc2c(c1)OCC1(O)Cc3cc(O)c(O)cc3C21 (centres undefined) | ?
CC1O[C@@H](O[C@H]2C(Oc3cc(O)c4c(=O)cc(-c5ccc(O)cc5)oc4c3)OC(CO)C(O)C2O)C(O)C(O)C1O (some centres undefined) | 17%
Cc1ccc(N(CC2=NCCN2)c2cccc(O)c2)cc1 | -6%[57.5 µM]
CNCCCN1c2ccccc2CCc2ccccc21 | -7%[57.5 µM]
C1COC(NC(C2CC2)C2CC2)=N1 | -25%[57.5 µM]
C[N+]1(C)CCC(=C(c2ccccc2)c2ccccc2)CC1 | -5%[25.7 µM]
C1CCC(C(C[C@@H]2CCCCN2)C2CCCCC2)CC1 | 10%[25.7 µM]
CN[C@H]1[C@@H](O)[C@@H](NC)[C@@H]2O[C@@]3(O)C(=O)C[C@@H](C)O[C@H]3O[C@H]2[C@H]1O | 0%[25.7 µM]
CCCc1nc(C(C)(C)O)c(C(=O)O)n1Cc1ccc(-c2ccccc2-c2nn[nH]n2)cc1 | -1%[57.5 µM]
COc1cc2ncnc(Nc3cccc(Cl)c3)c2cc1OC | 0.25µM*
C/C=C(/C)C(=O)OC(C)(C)[C@@H]1Cc2c(ccc3ccc(=O)oc23)O1 | -2%
N[C@@H](Cc1c[nH]c2ccc(O)cc12)C(=O)O | -8%
Cc1cncn1CCc1nc2c3ccccc3nc(SCC(=O)Nc3cccc(Cl)c3)n2n1 | 13%
N#Cc1ccc(C(c2ccc(C#N)cc2)n2cncn2)cc1 | 4%[57.5 µM]
CC1Cc2ccccc2N1NC(=O)c1ccc(Cl)c(S(N)(=O)=O)c1 (centres undefined) | -1%[57.5 µM]
CC(C)=CCOc1c2ccoc2cc2oc(=O)ccc12 | -5%
CCC(NC(C)C)C(O)c1ccc(O)c2[nH]c(=O)ccc12 (centres undefined) | -4%
CN1CCCN=C1COC(=O)C(O)(c1ccccc1)C1CCCCC1 (centres undefined) | 9%
Oc1ccc(/C=C\c2cc(O)cc(O)c2)cc1 | -13%
C/C=C/C(=O)N(CC)c1ccccc1C | 4%
CCCCNc1ccc(C(=O)OCCN(C)C)cc1 | 2%
O=C(O)CCC(=O)c1ccc(-c2ccccc2)cc1 | 7%
C[C@H](N[C@@H](C)COc1ccccc1)[C@H](O)c1ccc(O)cc1 | -1%[25.7 µM]
CC[C@H](NC(C)C)[C@H](O)c1ccc(O)c2[nH]c(=O)ccc12 | 3%
COc1ccc(C2CNC(=O)C2)cc1OC1CCCC1 (centres undefined) | ?
CCN(CC)CCOC(=O)c1ccc(N)cc1 | -5%
CC1=C(C(=O)O)N2C(=O)C(NC(=O)C(N)c3ccc(O)cc3)C2SC1 (centres undefined) | 3%
